SIAH1 antagonists: Siah-1 peptide-binding antagonists, primary screen, biochemical, fluorescence polarization, rhodamine-plectin, uHTS (AID 1817); Siah-1 / rhodamine-plectin peptide fluorescence polarization; higher % means a stronger effect; displacement, % at 20 µM; hits with a dose series show IC50 in µM; 0.02% of 290,000 active;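 active = displacement of at least 50% at 20 µM, with a fluorescence ratio check between 0.3 and a set limit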;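 also: plate controls were Siah plus tracer with DMSO for no effect and tracer alone without Siah for full effect; strong numbers were not always called active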
PhoP inhibition: inhibitors of PhoP regulon expression, primary screen, Salmonella Typhimurium, GFP reporter (AID 1863). S. Typhimurium PhoP-regulated promoter GFP reporter, 4 h; higher % means a stronger effect. inhibition, % at 50 µM, or IC50 in µM where a hit was titrated. 0.16% of 300,000 active;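 active = inhibition over 29.93%, a cutoff 3 SD above the screen mean, later confirmed by dose response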;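 also: 0% = low Mg2+ inducing control and 100% = high Mg2+ repressing control; strong numbers were not always called active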
NOD1 inhibition: inhibition of NOD1-driven NF-kB reporter – cell-based, luminescence, uHTS, primary screen (AID 1578). NOD1-driven NF-kB luciferase reporter cells, luminescence; higher % means a stronger effect. one-dose inhibition, % at 4 µM; EC50 in µM for titrated hits. 1% of 290,000 active; in the data active = inhibition mostly above about 36%, no sharp cut-off; inactive = mostly below about 34%;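 also: HEK-293T reporter cells stimulated with the NOD1 agonist gamma-tri-DAP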
HIV fusion peptide: inhibitors of HIV fusion peptide binding, primary screen, biochemical, uHTS, fluorescence dequenching (AID 1986); 0.3% of 290,000 active; cell-free peptide binding, fluorescence dequenching, 30 min; higher % means a stronger effect; inhibition, % at 20 µM; hits with a dose series show IC50 in µM; in the data active = inhibition mostly above about 52%, no sharp cut-off; inactive = mostly below about 76%; also: some results filed as inactive read as strong as hits
KOR beta-arrestin-1: kappa opioid receptor blockers – cell-based, luminescence, uHTS (AID 1778); inhibition, % at 10 µM, or IC50 in µM where a hit was titrated; 0.091% of 290,000 active; KOR beta-arrestin recruitment, luminescence, antagonist mode; higher % means a stronger effect; also: strong numbers were not always called active
Myeloid diff MLP: promotes myeloid progenitor differentiation; calls only at 10 µM; ER-HoxA9 myeloid progenitors, lysozyme-GFP differentiation, flow cytometry; 1% of 360,000 active;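 active = normalized GFP-positive differentiation at or above the plate's own cutoff, the solvent-only control mean plus 3 SD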;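 also: cells exposed to compound for four days before flow analysis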
KOR beta-arrestin-2: KOR agonists, beta-arrestin recruitment, primary screen, cell-based, luminescence, uHTS (AID 1777); KOR beta-arrestin recruitment, luminescence; higher % means a stronger effect; one-dose activation, % at 10 µM; EC50 in µM for titrated hits; 0.02% of 280,000 active; in the data active = activation above about 50%, passing the limit was not always enough; also: a part of the inactive calls stands beside numbers as strong as those of hits
NOD2 inhibition: inhibition of NOD2-driven NF-kB reporter – cell-based, luminescence, uHTS, HEK293 (AID 1566); HEK293 NOD2/NF-kB luciferase reporter, luminescence; higher % means a stronger effect; one-dose inhibition, % at 4 µM; EC50 in µM for titrated hits; 0.63% of 290,000 active; also: many of its hits are not listed in these tables
LYP inhibition: inhibitors of LYP phosphatase, biochemical, fluorescence intensity, uHTS (AID 1779) | recombinant LYP phosphatase, fluorescence intensity; higher % means a stronger effect | inhibition, % at 11.5 µM; hits with a dose series show IC50 in µM | 0.054% of 290,000 active;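 also: plate controls were vehicle with enzyme for no effect and no enzyme for full effect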
Myeloid diff MLP GFP+ MAC1+ %: also measured in Myeloid diff MLP; calls as there; GFP+ MAC1+ double positive, %; measured here: differentiation confirmed by MAC1 staining
Starred values were filed as active, the others as inactive; i = inactive; nt = no result given; [ ] = remark or other dose. Rule as the data show it, unless noted: active = inhibition above about 50%; inactive = the rest.

SMILES	SIAH1 antagonists	PhoP inhibition	NOD1 inhibition	HIV fusion peptide	KOR beta-arrestin-1	Myeloid diff MLP	Myeloid diff MLP GFP+ MAC1+ %	KOR beta-arrestin-2	NOD2 inhibition	LYP inhibition
Cc1nnc(NC(=O)C(C)Sc2nnc(-c3ccco3)n2C)s1 (stereo not drawn)	-2%	4%	26%	-2.2%	-32%	i	0.2	5.3%	-24%	-12%
COc1ccc(C)c2sc(N(CCN(C)C)C(=O)c3ccc4ccccc4c3)nc12	0%	-4%	-37%	-2.6%	-4%	i	1.6	6.8%	-2%	-8%
CC1(C(=O)CSc2ncn[nH]2)CCC(=O)O1 (stereo not drawn)	6%	-22%	-13%	0.4%	6%	nt	nt	3.2%	11%	-7%
CC12CCC(C(=O)Nc3cccc(NC(=O)C45CCC(C)(C(=O)O4)C5(C)C)n3)(OC1=O)C2(C)C	1%	-2%	-23%	1.7%	28%	i	2.7	-1.5%	0%	-6%
Fc1cccc(CNc2ncnc3cc(Cl)ccc23)c1F	3%	15%	0%	-1.4%	3%	i	0.7	-22%	32%	-4%
Cc1cc(C)n(-c2nc3c(c(=O)[nH]c(=O)n3C)n2Cc2ccc(F)cc2)n1	1%	3%	-19%	2.8%	7%	i	0.8	-3.3%	8%	-5%
CC1(c2ccc(OC(F)F)cc2)NC(=O)N(CC(=O)Nc2cccc(S(N)(=O)=O)c2)C1=O (stereo not drawn)	18%	nt	-4%	0.7%	10%	i	0.7	-2.7%	8%	-4%
Cc1c(C(=O)N(Cc2ccccc2)C(C)C)oc2ccc(S(=O)(=O)N3CCOCC3)cc12	-3%	2%	12%	-1.1%	-24%	i	1.5	3.2%	30%	-4%
Nc1nonc1-n1nnc(C(=O)c2ccccc2)c1-c1ccccc1	-2%	4%	-27%	-1.4%	25%	i	0.7	-2.3%	6%	2%
CCOC(=O)c1c(C)[nH]c(C(=O)COC(=O)c2ccc(O)cc2)c1C	5%	-11%	6%	-1.6%	-22%	i	0.7	-0.2%	-1%	-5%

Given with bars between the fields: part of the list above.
smiles | SIAH1 antagonists | PhoP inhibition | NOD1 inhibition | HIV fusion peptide | KOR beta-arrestin-1 | Myeloid diff MLP | Myeloid diff MLP GFP+ MAC1+ % | KOR beta-arrestin-2 | NOD2 inhibition | LYP inhibition
Fc1cccc(CNc2ncnc3cc(Cl)ccc23)c1F | 3% | 15% | 0% | -1.4% | 3% | i | 0.7 | -22% | 32% | -4%
Cc1cc(C)n(-c2nc3c(c(=O)[nH]c(=O)n3C)n2Cc2ccc(F)cc2)n1 | 1% | 3% | -19% | 2.8% | 7% | i | 0.8 | -3.3% | 8% | -5%
CC1(c2ccc(OC(F)F)cc2)NC(=O)N(CC(=O)Nc2cccc(S(N)(=O)=O)c2)C1=O (stereo not drawn) | 18% | nt | -4% | 0.7% | 10% | i | 0.7 | -2.7% | 8% | -4%
Cc1c(C(=O)N(Cc2ccccc2)C(C)C)oc2ccc(S(=O)(=O)N3CCOCC3)cc12 | -3% | 2% | 12% | -1.1% | -24% | i | 1.5 | 3.2% | 30% | -4%
Nc1nonc1-n1nnc(C(=O)c2ccccc2)c1-c1ccccc1 | -2% | 4% | -27% | -1.4% | 25% | i | 0.7 | -2.3% | 6% | 2%

Additional compounds:
SMILES	SIAH1 antagonists	PhoP inhibition	NOD1 inhibition	HIV fusion peptide	KOR beta-arrestin-1	Myeloid diff MLP	Myeloid diff MLP GFP+ MAC1+ %	KOR beta-arrestin-2	NOD2 inhibition	LYP inhibition
O=C(CNC(=O)c1ccc(Br)o1)NCc1ccc(Cl)cc1Cl	4%	-5%	-29%	-1.4%	-4%	i	0.7	1.5%	-1%	-12%
N/C(CC(=O)Nc1cc(C(F)(F)F)ccc1Cl)=N\O	-1%	-1%	-11%	-1.0%	0%	i	0.6	1.4%	12%	-6%
CN(Cc1cccc(-n2cccn2)c1)Cc1cn(C)nc1-c1ccccc1F	14%	nt	-20%	0.0%	-17%[20 µM]	i	0.5	nt	-1%	-5%
O=S(=O)(NCc1ccncc1)c1ccc(S(=O)(=O)NCC2CCCO2)cc1 (stereo not drawn)	7%	-6%	15%	1.2%	3%	nt	nt	-4.0%	12%	-9%
Cc1ccc(CCNC(=O)C2CCN(S(=O)(=O)N3CCOCC3)CC2)cc1	12%	-4%	-14%	-0.9%	40%	i	2.7	-2.8%	10%	-6%
Clc1ccccc1OCc1nnc(-c2ccccc2Br)o1	-1%	-2%	-152%	0.1%	-2%	i	0.9	3.7%	-127%	-1%
CC(=O)NC(NC(=S)Nc1ccc(N=Nc2ccccc2)cc1)C(Cl)(Cl)Cl (stereo not drawn)	-5%	-9%	11%	-2.4%	28%	i	0.9	-4.5%	15%	-2%
CCOc1ccc(N(CC(=O)Nc2ccccc2)S(C)(=O)=O)cc1	6%	6%	-23%	0.6%	16%	i	0.7	0.2%	-12%	-9%
Cn1c2ccccc2c2n[nH]c(=S)nc21	-3%	-6%	-35%	0.1%	8%[20 µM]	i	0.4	-2.3%	-9%	3%
CCOc1ccc(NC(=O)CSc2nnc(Cn3cnc([N+](=O)[O-])n3)n2C)cc1	0%	-10%	-16%	-1.9%	-6%	i	0.4	-4.0%	11%	-11%
CC1(C)CC(=O)C(C2C3=C(CC(C)(C)CC3=O)OC3=C2C(=O)CC(C)(C)C3)=C(O)C1	1%	nt	-16%	-1.3%	39%	i	0.7	-0.3%	1%	0%
O=C(OCc1ccc(Br)cc1)c1cnc(Cl)c(Cl)c1	-6%	0%	-24%	-0.3%	-63%	i	0.5	-2.1%	12%	-6%
O=C(Cn1cnc2ccccc21)N/N=C/c1ccccn1	-3%	11%	1%	-1.7%	nt	i	0.8	nt	9%	-8%
CCN(CC)CCN(Cc1cc2cc3c(cc2[nH]c1=O)OCCO3)C(=S)NCCCOC	-7%	1%	-10%	0.9%	13%[20 µM]	i	0.5	-1.4%	12%	-16%
COC(=O)c1c(NC(=O)COC(=O)CCc2ccc(S(=O)(=O)N3CCOCC3)cc2)sc2c1CCC2	-1%	2%	9%	-0.3%	nt	i	0.2	0.2%	4%	6%
Cn1cc(CN2CCCC(C(=O)c3cccs3)C2)c(-c2cccc(Cl)c2)n1 (stereo not drawn)	17%	nt	-21%	1.6%	-10%[20 µM]	i	0.7	nt	-2%	-8%
CC1CCCCC1NC(=O)Cn1[nH]c(=O)c2ccccc2c1=O (stereo not drawn)	9%	-1%	1%	7.7%	6%	i	0.7	-3.6%	9%	-6%
O=C(NCc1cccc(Cl)c1)C1CCC(=O)N(C2CC2)C1 (stereo not drawn)	-2%	-4%	-16%	2.0%	-9%	i	0.6	13%	10%	-6%
COc1ccc(CCC(=O)N2CCCC(Nc3ccccc3)C2)cc1OC (stereo not drawn)	-4%	3%	16%	-2.1%	-10%	i	0.7	1.2%	5%	-8%
CC[C@@]12C(=O)N(c3ccc(C)cc3)C(=O)N1[C@H](c1ccc(Br)cc1)[C@@H]1C(=O)N(C(C)(C)C)C(=O)[C@@H]12	2%	-1%	6%	0.0%	-18%[20 µM]	i	1.4	-4.9%	15%	-11%
COc1cc(C(=O)NCC(=O)N/N=C/c2ccc(OC(=O)c3ccco3)cc2)cc(OC)c1OC	-4%	-6%	-25%	-1.4%	4%	i	0.3	-1.1%	15%	2%
COc1ccc(-c2cc3nc(C)cc(C)n3n2)cc1	-2%	-8%	-76%	2.6%	30%	i	0.7	-4.7%	-58%	-7%
COc1cccc(NC(=O)CN(c2cccc(F)c2)S(C)(=O)=O)c1	-1%	1%	nt	-1.8%	13%	i	8.2	2.7%	0%	-6%
Cc1cccc(OCC(=O)Nc2ccc(N3CCN(S(C)(=O)=O)CC3)cc2)c1C	0%	-17%	-14%	-3.3%	-22%	i	1.5	7.2%	-17%	-4%
NS(=O)(=O)c1ccc(NC(=O)COC(=O)COc2ccc(Cl)cc2)cc1	-5%	4%	-16%	-1.2%	-8%[20 µM]	i	0.9	-0.4%	-12%	-7%
O=C1OC(NCc2cccnc2)(c2ccc(Cl)cc2)c2ccccc21 (stereo not drawn)	3%	-4%	-18%	0.1%	22%[20 µM]	i	0.2	-4.1%	23%	-7%
CCc1ccc(C(C(=O)NCCOC)N(C(=O)Cn2nnc3ccccc32)c2cccnc2)cc1 (stereo not drawn)	5%	0%	-19%	2.6%	-10%	i	1.7	-0.5%	20%	0%
CCN(CC)CC(C)OC(=O)c1cc(OC)c(OC)c(OC)c1 (stereo not drawn)	-6%	1%	-9%	1.6%	21%	i	0.7	-0.3%	-2%	-4%
Cc1ccc(S(=O)(=O)NCC(=O)OCc2ccccc2Br)cc1	-3%	-5%	-13%	2.1%	0%	i	0.4	-2.8%	19%	-9%
CCOc1ccc(NC(=O)CNC(=O)c2ccc([N+](=O)[O-])cc2)cc1	-3%	-4%	-37%	-0.9%	-1%	nt	nt	-1.0%	-19%	-6%

Exported with values under each structure: part of the list above
Each structure is followed by: SIAH1 antagonists | PhoP inhibition | NOD1 inhibition | HIV fusion peptide | KOR beta-arrestin-1 | Myeloid diff MLP | Myeloid diff MLP GFP+ MAC1+ % | KOR beta-arrestin-2 | NOD2 inhibition | LYP inhibition
> CCc1ccc(C(C(=O)NCCOC)N(C(=O)Cn2nnc3ccccc32)c2cccnc2)cc1 (stereo not drawn)
    5% | 0% | -19% | 2.6% | -10% | i | 1.7 | -0.5% | 20% | 0%
> CCN(CC)CC(C)OC(=O)c1cc(OC)c(OC)c(OC)c1 (stereo not drawn)
    -6% | 1% | -9% | 1.6% | 21% | i | 0.7 | -0.3% | -2% | -4%
> Cc1ccc(S(=O)(=O)NCC(=O)OCc2ccccc2Br)cc1
    -3% | -5% | -13% | 2.1% | 0% | i | 0.4 | -2.8% | 19% | -9%

Further structures.
SMILES	SIAH1 antagonists	PhoP inhibition	NOD1 inhibition	HIV fusion peptide	KOR beta-arrestin-1	Myeloid diff MLP	Myeloid diff MLP GFP+ MAC1+ %	KOR beta-arrestin-2	NOD2 inhibition	LYP inhibition
COc1ccc(C2=NOC(C(=O)N(C)Cc3ccccc3)C2)cc1 (stereo not drawn)	1%	2%	-27%	2.1%	-8%	i	0.1	-2.3%	16%	-4%
Cc1ccc(/C=N/NC(=O)CNC(=O)c2ccc(S(=O)(=O)N(C)C)cc2)o1	9%	4%	-41%	1.5%	-41%	i	0.3	2.4%	-3%	5%
CC(C)CC(=O)NC(c1ccccc1)c1c(O)ccc2ccccc12 (stereo not drawn)	-2%	11%	0%	1.1%	-26%[20 µM]	i	0.4	-0.7%	-5%	-2%
COc1cc(OC)cc(C(=O)NCCSC2CCCCC2)c1	0%	-2%	-16%	-1.8%	17%	i	0.2	0.5%	15%	-4%

These rows are one share of the data. The share of hits here may be higher or lower than overall.
